Compound activity: PubChem BioAssay, National Center for Advancing Translational Sciences (NCATS)
ASM inhibitor – human S-ASM enzyme inhibition; P17405; hit rate 0.006% among 340,000; Potency, µM (titrated, usually from 57.5 µM), for the others: top-dose activity change, negative = inhibition, usual class: inhibitors; placental ASM, HMU-PC fluorogenic substrate, 60 min; note: potency is the fitted concentration of half-maximal effect
Target sequence (P17405 47-631 limits assumed): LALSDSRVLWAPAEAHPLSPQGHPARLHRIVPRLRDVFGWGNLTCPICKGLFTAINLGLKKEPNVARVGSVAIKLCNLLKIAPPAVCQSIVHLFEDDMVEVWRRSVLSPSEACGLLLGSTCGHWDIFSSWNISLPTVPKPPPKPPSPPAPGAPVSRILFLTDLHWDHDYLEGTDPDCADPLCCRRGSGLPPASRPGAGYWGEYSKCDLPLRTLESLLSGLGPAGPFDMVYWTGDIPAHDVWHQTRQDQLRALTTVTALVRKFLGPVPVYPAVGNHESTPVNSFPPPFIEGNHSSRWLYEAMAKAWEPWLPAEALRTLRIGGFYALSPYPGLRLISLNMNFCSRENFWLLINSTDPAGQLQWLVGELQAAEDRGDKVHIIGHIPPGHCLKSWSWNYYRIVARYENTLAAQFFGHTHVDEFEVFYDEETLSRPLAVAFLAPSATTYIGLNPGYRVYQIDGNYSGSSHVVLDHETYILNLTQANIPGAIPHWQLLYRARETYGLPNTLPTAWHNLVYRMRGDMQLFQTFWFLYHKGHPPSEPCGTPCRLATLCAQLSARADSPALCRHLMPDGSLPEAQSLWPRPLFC
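HMU-PC0 cleavage (9 uM final) by human placental ASM, 60 min at 37 °C following 10 min compound exposure at RT; stopped at pH 10, fluorescence Ex 386/Em 447 nm.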
Integrin act MD – activators of alpha7 integrin expression for muscular dystrophy | alpha7betagal myoblasts, beta-gal FDG fluorescence, 48 h | hit rate 0.064% among 350,000 | AID 624291 | Potency, µM (series often up to 38.3 µM), inactives show at the top dose activation, actives largely listed as activators;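 note: potency is the fitted concentration of half-maximal effect; 100% = response of the positive control SU9516; nearly all actives have a fitted effect of over 60% in size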
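alpha7betagal+/- myoblasts (passage 13, 250/well) treated 48 h at 37C with compounds at 1:260 dilution of DMSO stock. Lysed, then beta-galactosidase activity read as FDG fluorescence (ex 480/em 540) after 30 min, with pre-read for autofluorescence.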
TCR activator – T cell receptor activation; Potency, µM (doses to about 9.22 µM), without a hit: at the top dose activation of IL-2 secretion, usual class: activators; 330,000 tested, under 10 active; primary human leukocytes, anti-CD3, IL-2 HTRF, 48 h; note: % of control where 0% means no effect
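Activity was scored as IL-2 release from primary human leukocytes given only a TCR signal (a-CD3 beads) plus compound for 48 hr. Detection used a two-antibody HTRF format read at 665nm.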
TSG101-PTAP inh – blocks PTAP/TSG101 interaction to inhibit HIV-1 budding; 340,000 tested, under 10 active; Potency, µM (titrated, usually from 115 µM), without a hit: at the top dose activity change, negative = inhibition, most hits filed as inhibitors; Q99816; Fluorescence polarization, FITC-PTAP peptide / Tsg101 binding; active = well fitted inhibition curve with a large enough effect in the main read-out, with a control signal flat, not every such curve was filed as active; inconclusive = small, poorly fitted or top-dose-only effect, or effect the other way, or a change in a side signal; inactive = no such curve, though single readings can be large or run the other way; note: potency is the fitted concentration of half-maximal effect; % of control where 0% means no effect
Target sequence (Q99816 whole entry, looked up): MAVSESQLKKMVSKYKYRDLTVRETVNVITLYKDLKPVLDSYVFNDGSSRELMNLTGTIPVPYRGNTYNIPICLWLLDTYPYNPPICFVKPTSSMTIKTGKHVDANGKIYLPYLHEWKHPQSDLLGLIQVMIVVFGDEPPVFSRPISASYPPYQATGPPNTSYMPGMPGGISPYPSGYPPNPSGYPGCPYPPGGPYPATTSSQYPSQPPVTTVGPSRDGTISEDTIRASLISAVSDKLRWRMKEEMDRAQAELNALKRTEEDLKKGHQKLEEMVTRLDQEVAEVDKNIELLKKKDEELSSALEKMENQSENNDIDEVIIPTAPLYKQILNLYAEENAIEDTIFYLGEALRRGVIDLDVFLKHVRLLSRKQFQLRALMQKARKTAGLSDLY
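Fluorescence polarization binding of Tsg101 binding domain (10 uM final) to FITC-labeled PTAP peptide (50 nM final) in HEPES pH 7.5 buffer with NaCl, Tween 20, EDTA, TCEP. Compounds added before peptide; binding 20 min at RT.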
* marks the source's active call; other numbers are inactive results; ? = inconclusive; . = not tested or not shown; [ ] = another dose, or the depositor's remark. Unless noted, calls come from the whole dose curve; as a rule, active = well fitted curve in the direction sought with a large enough effect; inconclusive = small, poorly fitted or top-dose-only effect, or another doubt; inactive = no such curve, though single readings can be large; an effect the other way counts as inactive or inconclusive. Only part of the results is shown, so the mix of outcomes need not match the whole.

ASM inhibitor,Integrin act MD,TCR activator,canonical_smiles,TSG101-PTAP inh
-6%,-2%,-8%,CC(C)(C)OC(=O)N(Cc1ccccc1)Cc1ccccc1OCc1cccc(NC(=O)c2ccccc2)c1,-9%
1%,0%,-5%,Cc1cc(C)n2nc(C)c(-c3ccccc3)c2n1,0%
16%,-51%[inhibitor],-1%,COc1cc2c(cc1OC)CN(C1CCC(C(C)(C)C)CC1)CC2 (centres undefined),-2%
0%,22%,-7%,O=C(O)c1ccc(Cn2cnc3c(=O)[nH]cnc32)cc1,0%
-2%,15%,-1%,COc1ccc(C)cc1S(=O)(=O)NC(C)c1cnn(-c2ccccn2)c1C (centres undefined),3%
167%[activator],-4%,0%,C=C1c2nc3ccccc3n2C=C(c2ccc(C)cc2)N1c1ccccc1,-1%
2%,-7%,-1%,COC(=O)C1=C(C)N(CCCC(=O)O)C(=O)NC1c1ccc(Cl)cc1 (centres undefined),0%
5%,27%,-3%,O=c1ccn([C@@H]2O[C@H](CNCc3ccc(-n4cccn4)cc3)[C@@H](O)[C@H]2O)c(=O)[nH]1,0%
-1%,-6%,0%,Brc1ccc(CN2CCCCCC2)cc1,2%
-4%,-11%,11%,CCN(CC(=O)Nc1ccc(NC(C)=O)cc1)C(=O)c1cc([N+](=O)[O-])ccc1Sc1ccc(Cl)cc1,-6%
-2%,18%,-4%,CN1C(=O)c2cccc3c(Br)ccc(c23)C1=O,-5%
1%,-8%,6%,CC(=O)OC1CCC2C3CCC4OC(=O)CCC4C3CCC12C (centres undefined),-2%
-1%,-7%,-5%,O=C(O)C(CCc1ccccc1)(Cc1ccccc1)C(=O)O,-2%
-1%,3%,-2%,Cc1[nH]c2ccccc2c1C(=O)C(=O)NCc1ccncc1,-3%
-17%,18%,1%,Cc1ccc(C(=O)N2CCC3CC2c2cc(-c4ccc5c(c4)OCO5)ccc23)cc1 (centres undefined),-1%
-6%,6%,2%,O=C(Cc1ccc(NC(=O)C2CCN(C(=O)C3CCC3)CC2)cc1)Nc1cccc(C(=O)N2CCCCC2)c1,-4%
-4%,-19%,-4%,COC1C(OC(=O)/C=C/C=C/C=C/C=C/C(=O)O)CCC2(CO2)C1C1(C)OC1CC=C(C)C (centres undefined) (tested in a mixture with another compound),-1%
3%,5%,1%,CCOC(=O)C1(CCOC)CCN(C/C=C/c2ccccc2OC)CC1,-2%
-3%,-59%[inhibitor],3%,O=[N+]([O-])c1ccc2nc(NN=Cc3ccc(O)cc3)sc2c1,0%
9%,-16%,1%,c1coc(C2=NC(c3ccco3)C(c3ccco3)N2)c1 (centres undefined),-3%

Compounds above with sulfur, in the order listed:
ASM inhibitor,Integrin act MD,TCR activator,canonical_smiles,TSG101-PTAP inh
-2%,15%,-1%,COc1ccc(C)cc1S(=O)(=O)NC(C)c1cnn(-c2ccccn2)c1C (centres undefined),3%
-4%,-11%,11%,CCN(CC(=O)Nc1ccc(NC(C)=O)cc1)C(=O)c1cc([N+](=O)[O-])ccc1Sc1ccc(Cl)cc1,-6%
-3%,-59%[inhibitor],3%,O=[N+]([O-])c1ccc2nc(NN=Cc3ccc(O)cc3)sc2c1,0%

More compounds.
ASM inhibitor,Integrin act MD,TCR activator,canonical_smiles,TSG101-PTAP inh
0%,-9%,0%,CCOC(=O)C1CCNC(=O)C1=O (centres undefined),-2%
0%,12%,6%,CC(Oc1ccccc1F)C(=O)NNC(=O)c1ccc(-n2cncn2)c([N+](=O)[O-])c1 (centres undefined),2%
-3%,-1%,-6%,CC(C)(C)OC(=O)N1CCC(C(=O)Nc2ccc(C(=O)N3CCCCC3)cc2)CC1,-8%
-3%,-6%,1%,O=C(NCC1CCCO1)c1ccc(NC(=O)c2ccc(Br)cc2)cc1 (centres undefined),-3%
-3%,3%,-6%,COC(=O)c1c(NC2=NS(=O)(=O)c3ccccc32)sc2c1CCC(C(C)(C)C)C2 (centres undefined),3%
-13%,-6%,-37%,Nc1cc(Cl)cc2c1-c1ccc(Cl)cc1C2,1%
5%,-4%,0%,CCOC(=O)C1=CN(CC2CCCCC2)CCC1=O,-3%
-10%,3%,-5%,COc1ccc(-c2cn3c(C)c(C(=O)N4CCN(c5ccccc5)CC4)sc3n2)cc1,-1%
0%,?,-1%,COc1cc(C(=O)N2CCN(S(=O)(=O)c3cc(C)ccc3C)CC2)ccc1OCC(=O)N1CCOCC1,-5%
-4%,9%,1%,CC1(C)C2CC[C@]3(C)C(CC=C4[C@@H]5C[C@@](C)(CO)CC[C@]5(C(=O)O)CC[C@]43C)[C@@]2(C)CC[C@@H]1O (some centres undefined),1%
-1%,-3%,1%,Cc1ccccc1C(=O)Nc1c(C(=O)N2CCN(C)CC2)cnn1-c1ccccc1,1%
-7%,-2%,2%,CN(CCc1ccccc1)C(=O)c1ccc(NC(=O)Cc2ccc(NC(=O)C3CCCN(S(=O)(=O)c4cccc([N+](=O)[O-])c4)C3)cc2)cc1 (centres undefined),-3%
-22%,6%,6%,CC1CCC(NC(=O)c2ccc3c(c2)S(=O)(=O)c2ccccc2C3=O)CC1 (centres undefined),-3%
1%,10%,-1%,CN1C[C@@H]2[C@@H]3C(=O)N(Cc4ccccc4)C(=O)[C@@H]3[C@](C)(C1=O)N2C(=O)c1ccc(C(F)(F)F)cc1,1%
1%,1%,-1%,Cc1ccc(N2C(=O)CCC2=O)c(C)c1,-2%
0%,-26%,-1%,O=C(CC(O)c1ccncc1)c1ccccc1O (centres undefined),-8%
-6%,6%,5%,CCOC(=O)CN1C(=O)N[C@@H](c2cccc(C(F)(F)F)c2)[C@@H](C(=O)OC)[C@H]1C,0%
6%,-22%,-35%,COC(C/C=C/C(=O)[C@@H](C)OCc1ccccc1)OC,1%
-2%,0%,-11%,O=C1NC(=O)C(CCc2ccccc2)(c2ccccc2)N1 (centres undefined),1%
3%,17%,5%,CC(C)[C@H](NC(=O)c1cccc(CN(Cc2ccccc2)C(=O)c2ccccc2)c1)C(=O)O,1%

Continuation.
ASM inhibitor,Integrin act MD,TCR activator,canonical_smiles,TSG101-PTAP inh
-1%,13%,-6%,O=C(NN(C(=O)c1ccccc1)c1cccs1)c1ccccc1,-3%
3%,-5%,-6%,Cc1cc(=O)[nH]c(N2CCCCC2)n1,0%
4%,6%,-4%,CCOC(=O)c1cc2c(=O)n3cccc(C)c3nc2n(Cc2ccco2)c1=NC(=O)c1ccc(C)cc1,-1%
5%,2%,-1%,CCN(C(=O)COC(=O)CNC(=O)c1ccc2ccccc2c1)c1c(N)n(Cc2ccccc2)c(=O)[nH]c1=O,-3%
-6%,23%,7%,O=[N+]([O-])c1ccc(COc2ccccc2CN2CCCCC2)cc1,-2%
-4%,-11%,3%,CN1C[C@@H]2[C@@H]3C(=O)N(Cc4ccccc4)C(=O)[C@@H]3[C@](Cc3ccccc3)(C1=O)N2C(=O)c1ccc(C(C)(C)C)cc1,2%
3%,2%,2%,C=C(C)c1sc(-c2ccc(Cl)cc2)nc1C,-7%
6%,33%,8%,COCC(=O)N1C[C@H]2CON(C)[C@H]2C[C@H]1c1cccc(-c2ccc(C#N)cc2)c1,-9%
-2%,-21%,-25%,O=[N+]([O-])c1ccc(COc2ccc(CN3CCCC3)cc2)cc1,-3%
.,23%,-2%,CSc1ccc(C2NN=C(c3ccccc3)S2)cc1 (centres undefined),-1%
5%,-5%,-2%,CCOC(=O)CCN(C(=O)Nc1ccccc1)C1CCCCC1,-1%
84%[activator],-17%,6%,Cn1cccc1C1C=C(c2ccc(C(C)(C)C)cc2)Nc2ncnn21 (centres undefined),-4%
-5%,18%,-3%,COc1cc(OC)cc(C(=O)N[C@H](C(=O)OCC(=O)N2CCN(S(=O)(=O)c3ccc(C)cc3)CC2)C(C)C)c1,0%
-1%,8%,-12%,COC1OC2COC(c3ccccc3)OC2C(OC(C)=O)C1OC(C)=O (centres undefined),0%
-5%,?,-1%,Cc1cc2c(=O)n(C)c(SCC(=O)Nc3ccc(F)cc3)nc2s1,-1%
-2%,2%,-2%,CCOc1cc(C(=O)NCCCNC(=O)c2cc(OCC)c(OCC)c(OCC)c2)cc(OCC)c1OCC,0%
1%,-14%,-4%,CCN(CC(=O)NCc1ccc(F)cc1)C(=O)c1cccc(S(=O)(=O)N(C)c2ccc(OC)cc2)c1,0%
-9%,31%,6%,CC1(C)S[C@@H]2[C@H](NC(=O)COc3ccccc3)C(=O)N2C1C(=O)OCc1ccccc1 (some centres undefined),-3%
5%,9%,2%,Nc1ccc(S(=O)(=O)c2ccc(N)nc2)cc1,-7%
4%,-34%,7%,CS(=O)(=O)c1ccc2nc(NC(=O)C3CC3)sc2c1,0%

Additional results follow:
ASM inhibitor,Integrin act MD,TCR activator,canonical_smiles,TSG101-PTAP inh
0%,18%,-1%,CSc1nc(Cl)c(Br)c(Nc2c[nH]c(=O)[nH]c2=O)n1,3%
4%,-47%[inhibitor],5%,COc1cc(C(=O)NC2CCN(C)CC2)ccc1Nc1ncc2c(n1)N(CCc1ccccc1)CCC(=O)N2C,-6%
-9%,-20%,1%,c1ccc(-c2ccc(-c3ccccc3)[nH]2)cc1,-5%
3%,6%,-3%,O=c1[nH]c(=S)[nH]c2nccnc12,-6%
-1%,-16%,2%,CC(C)CCNC(=O)C1CC(c2ccccc2[N+](=O)[O-])=NO1 (centres undefined),0%
6%,?,-5%,NC(=O)C1(Nc2ccc(Cl)cc2)CCCC1,-3%
-1%,0%,1%,CCOc1ccccc1C=NNC(=O)c1cccc2ccccc12,2%
-2%,-16%,-4%,C=C1CCN([C@@H](Cc2ccccc2)C(=O)NCc2ccccc2)S(=O)(=O)c2ccccc21,-1%
6%,18%,-4%,COC(=O)CCC(=O)OC1(C)C(=O)C2=CN(C3CC3)C(c3ccc(OC)cc3)=CC2=C(Br)C1=O (centres undefined),-8%
-3%,-4%,7%,Cc1cc(C(=O)N2CCc3ccccc3C2)c(C)o1,-1%
1%,-8%,-7%,Cc1csc(NC(C)c2nc3cc(C(F)(F)F)ccc3n2CCCO)n1 (centres undefined),-2%
3%,-36%,1%,CCOCCn1c(CN2CCN(c3ccccc3)CC2)nc2c1c(=O)n(C)c(=O)n2C,-7%
10%,11%,-15%,COc1ccccc1C1/C(=C(/O)c2cnn(-c3ccccc3)c2C)C(=O)C(=O)N1CCN(C)C (centres undefined),-6%
6%,17%,-9%,CC(=O)N1CCN(S(=O)(=O)c2cccc(C(=O)OCC(=O)Nc3c(Cl)cccc3C(F)(F)F)c2)CC1,-3%
1%,-21%,-2%,c1cn(CCCNC2CCCCCCC2)cn1,-3%
4%,-25%,-28%,Cc1ccc(C)c(NC(=S)NCCN2CCOCC2)c1,-4%
-5%,-17%,-7%,Cc1ccc(C(=O)Nc2cccc(C(=O)NC3CCCCC3)c2)cc1,-7%
6%,7%,2%,ClCC(CNCc1ccccc1)c1ccccc1 (centres undefined),-5%
-1%,-45%[inhibitor],3%,O=C1c2ccccc2C(=O)c2c(/C=C/N3CCCCC3)ccnc21,-8%
-1%,3%,1%,NC(=O)c1ccc(N2CCCC2)nc1,-5%

More results follow.
ASM inhibitor,Integrin act MD,TCR activator,canonical_smiles,TSG101-PTAP inh
-4%,?,0%,O=C(CC1CCC1)Nc1cccc2c([N+](=O)[O-])cccc12,-1%
3%,0%,5%,O=C(O)C[C@H]1c2ccccc2S(=O)(=O)N1c1ccccc1,-6%
2%,-37%,5%,CC(=O)c1ccc(N2CCN(Cc3cc(=O)n4c(-c5ccccc5)csc4n3)CC2)cc1,-8%
7%,-3%,4%,CC1CCN(CC(O)COC2CC(C)CC(C)(C)C2)CC1 (centres undefined),0%
-2%,-7%,4%,CCCCC(=O)c1ccc(O)cc1O,-3%

5 entries already listed, arranged by their value in Integrin act MD, ascending.
| SMILES | ASM inhibitor | Integrin act MD | TCR activator | TSG101-PTAP inh |
| --- | --- | --- | --- | --- |
| CS(=O)(=O)c1ccc2nc(NC(=O)C3CC3)sc2c1 | 4% | -34% | 7% | 0% |
| Nc1cc(Cl)cc2c1-c1ccc(Cl)cc1C2 | -13% | -6% | -37% | 1% |
| O=C(O)C[C@H]1c2ccccc2S(=O)(=O)N1c1ccccc1 | 3% | 0% | 5% | -6% |
| COc1ccc(C)cc1S(=O)(=O)NC(C)c1cnn(-c2ccccn2)c1C (centres undefined) | -2% | 15% | -1% | 3% |
| COc1cc(OC)cc(C(=O)N[C@H](C(=O)OCC(=O)N2CCN(S(=O)(=O)c3ccc(C)cc3)CC2)C(C)C)c1 | -5% | 18% | -3% | 0% |
